LDHA inh = LDHA (human) enzyme inhibition; P00338; purified LDHA, NADH/diaphorase-resazurin fluorescence; active compounds read low; activity change, % (values are at about 110 or 230 µM); 480,000 compounds, 0.15% hits; in the data active means activity change below about -30%; inconclusive means mostly about -25% to -30%;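 further: plate controls were DMSO wells for no effect and wells without enzyme for full effect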
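Human LDH5 (2 nM) was incubated with 0.06 mM NADH and 0.2 mM pyruvate for 5 min at room temperature in Tris pH 7.4. Remaining NADH was coupled through diaphorase/resazurin, and resorufin fluorescence was read at 0 and 20 min.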
PI4K2A inh = blocks human PI4K2A kinase activity. Q9BTU6. purified PI4K2A, ADP-Glo luminescence, 1 h; active compounds read low. activity change, negative = inhibition, % at 76.9 µM. 420,000 compounds, 0.13% hits; in the data active means activity change below about -50%; inconclusive means mostly about -30% to -49%;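 further: -100% = wells without enzyme as full effect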
Target sequence (Q9BTU6 whole entry, looked up): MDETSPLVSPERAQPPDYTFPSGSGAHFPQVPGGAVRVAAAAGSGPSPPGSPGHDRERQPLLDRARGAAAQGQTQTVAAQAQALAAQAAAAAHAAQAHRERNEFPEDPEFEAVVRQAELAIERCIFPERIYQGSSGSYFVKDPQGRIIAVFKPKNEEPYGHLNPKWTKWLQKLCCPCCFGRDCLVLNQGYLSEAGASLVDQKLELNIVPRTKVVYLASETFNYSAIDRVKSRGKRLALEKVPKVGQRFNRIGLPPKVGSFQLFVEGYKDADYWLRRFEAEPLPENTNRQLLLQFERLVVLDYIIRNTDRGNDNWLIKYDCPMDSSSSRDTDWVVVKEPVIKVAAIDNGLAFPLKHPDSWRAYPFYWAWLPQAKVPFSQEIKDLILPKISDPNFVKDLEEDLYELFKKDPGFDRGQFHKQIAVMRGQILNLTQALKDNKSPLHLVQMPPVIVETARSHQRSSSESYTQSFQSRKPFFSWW
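Compounds are screened against recombinant PI4K2A using PI as substrate and ATP, the latter dispensed at 300 microM. Reactions run one hour at ambient temperature before ADP-Glo detection; full inhibition defined by wells lacking enzyme.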
Vif-A3F inh = blocks the Vif interaction with APOBEC3F; AID 602313; HeLa A3F-eYFP + Vif (tagged APOBEC3F with the HIV-1 protein that degrades it), YFP fluorescence increase; 390,000 compounds, 0.2% hits; Potency, µM (highest dose often 46.1 µM), for inactives: at the top dose activity, negative = active; further: potency means the concentration at half of the fitted maximal effect; % of control where 0% means no effect; nearly all actives have a fitted effect of over 65% in size
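Fluorescence increase (Ex 488/Em 500-530) after overnight compound treatment at 37 deg C flags inhibition of Vif-driven A3F-eYFP loss in stable HeLa A3F-eYFP/Vif cells seeded overnight beforehand.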
GRP78 ERSR act = ER stress response induction in glioma; AID 602332; U87-MG GRP78 promoter luciferase reporter, 16 h; Potency, µM, without a hit: at the top dose activation, hits mostly activators; 420,000 compounds, 0.02% hits; further: potency means the concentration at half of the fitted maximal effect; series mostly up to about 76 µM; % of control where 0% means no effect; nearly all actives have a fitted effect of over 35% in size
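ERSR induction read as luciferase luminescence (Bright-Glo, 10 min at room temperature) in stably transfected human U87-MG glioma cells exposed to compounds for 16 h, using GRP78 as sensor.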
TrxR1 substrate = rat thioredoxin reductase 1 substrate activity. O89049. purified TrxR1 substrate turnover, NADPH consumption readout. Potency, µM (highest dose often 114 µM), for inactives: top-dose activity change, negative = substrate turnover. 390,000 compounds, 0.01% hits. AID 588456; further: potency means the concentration at half of the fitted maximal effect; on the % scale 0 is the no-effect control and ±100 the full control effect; nearly all actives have a fitted effect of over 50% in size
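Rat TrxR1, dispensed at 90 nM, was prereduced with 400 uM NADPH (final) for 5 min at ~22 deg C, then incubated with compound 15 min before 400 uM selenite. A first-read NADPH fluorescence drop versus no-compound background flagged substrates.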
USP1-UAF1 inh = inhibitors of human USP1/UAF1 deubiquitinase; recombinant USP1/UAF1, Ub-Rhodamine cleavage fluorescence; 390,000 compounds, 0.23% hits; Potency, µM (series often up to 57.1 µM), inactives show at the highest dose activity change, negative = inhibition, actives largely listed as inhibitors; further: potency means the concentration at half of the fitted maximal effect; on the % scale 0 is the no-effect control and ±100 the full control effect; nearly all actives have a fitted effect of over 60% in size; inactives centre near -12
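In this screen, compounds sit with the deubiquitinase complex (1nM) for 15 min at room temperature before Ub-Rho is added at 150nM final. Fluorescence rise is then followed for 6 reads every 60 seconds.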
mIDH1 inhibitor = inhibitors of human mutant IDH1 R132H. O75874. IDH1-R132H enzyme, NADPH consumption, diaphorase/resazurin fluorescence. Potency, µM (top dose mostly 76.6 µM), inactives show at the highest dose activity change, negative = inhibition, actives largely listed as inhibitors. 390,000 compounds, 0.093% hits; further: potency means the concentration at half of the fitted maximal effect; on the % scale 0 is the no-effect control and ±100 the full control effect; nearly all actives have a fitted effect of over 65% in size
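IDH1-R132H (0.5 ug/mL dispensed) in pH 7.5 Tris buffer was preincubated 30 min with compound, then given a substrate mix of 0.016 mM NADPH and 2 mM alpha-KG for 80 min at room temperature; remaining NADPH was read by diaphorase/resazurin fluorescence.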
Vif-A3G inh = inhibitors of Vif-APOBEC3G interaction. Q9HC16. Potency, µM (highest dose often 46.1 µM), inactives show top-dose activity, negative = active, actives largely listed as inhibitors. 410,000 compounds, 0.076% hits. HeLa A3G-eYFP + Vif (tagged APOBEC3G with the HIV-1 protein that degrades it), YFP fluorescence, overnight;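 further: potency means the concentration at half of the fitted maximal effect; on the % scale 0 is the no-effect control and ±100 the full control effect; nearly all actives have a fitted effect of over 60% in size; hits raise eYFP signal because A3G escapes Vif-driven loss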
Target sequence (Q9HC16 whole entry, looked up): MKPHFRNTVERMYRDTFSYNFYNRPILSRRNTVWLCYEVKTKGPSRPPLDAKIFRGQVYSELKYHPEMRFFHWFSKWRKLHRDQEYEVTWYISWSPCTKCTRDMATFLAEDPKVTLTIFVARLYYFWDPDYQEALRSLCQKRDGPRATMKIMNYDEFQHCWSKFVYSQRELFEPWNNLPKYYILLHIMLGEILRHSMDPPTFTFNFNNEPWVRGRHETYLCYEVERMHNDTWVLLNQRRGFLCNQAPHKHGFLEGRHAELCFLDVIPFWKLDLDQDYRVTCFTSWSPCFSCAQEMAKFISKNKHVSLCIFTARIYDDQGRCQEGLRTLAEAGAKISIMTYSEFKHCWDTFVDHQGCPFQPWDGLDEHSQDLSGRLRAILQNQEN
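HeLa cells stably expressing Vif and C-terminally eYFP-tagged A3G, seeded overnight at 37 deg C, then exposed to compound by pintool overnight at 37 deg C. Rise in yellow fluorescence (Ex 488/Em 500-530, Acumen) marks blocked Vif-driven A3G degradation.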
RXFP1 agonist = RXFP1 (human) receptor agonism | Q9HBX9 | HEK293T-RXFP1 cAMP TR-FRET, 30 min; response scale: percent of porcine relaxin response, buffer zero | Potency, µM (titrated, usually from 57.5 µM), for the others: at the top dose activation, most hits filed as activators | 370,000 compounds, 0.3% hits | AID 2676; further: potency means the concentration at half of the fitted maximal effect; on the % scale 0 is the no-effect control and ±100 the full control effect; nearly all actives have a fitted effect of over 60% in size; many of its hits are not listed in these tables
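HEK293T cells stably expressing RXFP1 were pretreated with the PDE4 inhibitor Ro 20174, exposed to compounds for 30 min at 37C, lysed, and cAMP was read by TR-FRET. Data normalized to buffer (basal) and 29 nM porcine relaxin (100%).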
* marks the source's active call; other numbers are inactive results; ? = inconclusive; / = no result given; [ ] = dose if it differs, or a comment. Unless noted, the call rests on the fitted dose curve; in most records, active means well fitted curve in the direction sought with a large enough effect; inconclusive means small, poorly fitted or top-dose-only effect, or another doubt; inactive means no such curve, though single readings can be large; an effect the other way counts as inactive or inconclusive. Only part of the results is shown, so the mix of outcomes need not match the whole.

SMILES	LDHA inh	PI4K2A inh	Vif-A3F inh	GRP78 ERSR act	TrxR1 substrate	USP1-UAF1 inh	mIDH1 inhibitor	Vif-A3G inh	RXFP1 agonist
CCCCNC(=O)C1CCN(S(=O)(=O)c2ccc3c(c2)CC(C)N3C(=O)C2CC2)CC1 (stereo not drawn)	0.6	-5.7	-4.1%	-2.5%	-0.4%	?	11.3%	-2.8%	0.5%
CCS(=O)(=O)Nc1ccc(-c2ccc(NS(=O)(=O)CC)c(OC)c2)cc1OC	-3.8	-9.3	-9.0%	-1.8%	29.5%	-6.0%	1.3%	-16.4%	1.8%
Cc1[nH]c2ccccc2c1C(=O)C(=O)NC1CC(=O)N(c2ccc(F)cc2)C1 (stereo not drawn)	-3.8	-0.8	-9.8%	-4.8%	-18.6%	-7.3%	3.4%	5.4%	-2.0%
NC(=O)COc1c(-c2ccccc2)oc2ccccc2c1=O	-4.1	-3.3	-1.7%	-3.5%	2.5%	14.3%	0.4%	-0.9%	-0.1%
CC(C)NS(=O)(=O)c1ccc(OCC(=O)Nc2cccc(F)c2)cc1	0.8	-0.7	1.1%	-0.5%	8.2%	-19.7%	-2.0%	5.3%	0.7%
CCCC12CN3CC(C)(CN(C1)C31CCCCC1)C2=O	-5.4	-3.0	4.2%	-3.7%	1.8%	-16.0%	0.8%	1.0%	2.4%
CC(=O)n1cc([C@H]2C=C(C(=O)NCc3ccccc3)O[C@@H](OCCCCO)C2)c2ccccc21	11.0	2.3	-7.3%	-2.0%	5.5%	-13.3%	3.7%	-6.6%	0.6%
COc1ccc(NC(=O)c2cc3c(=O)[nH]c4ccccc4c3n2C)cc1Cl	-1.5	1.2	8.3%	-1.5%	20.8%	-14.2%	-3.2%	2.1%	28.1%
COc1ccc(C(C(=O)NC(C)(C)C)N(C(=O)CNC(=O)c2cccs2)c2ccc(C(C)C)cc2)cc1OC (stereo not drawn)	4.6	-3.8	0.5%	-1.9%	-1.9%	-8.3%	1.0%	-4.7%	-0.7%
CC(CCO)Nc1nc2c(c(=O)n(C)c(=O)n2C)n1Cc1ccc(Br)cc1 (stereo not drawn)	-0.7	3.6	-7.9%	-0.9%	-3.6%	-24.2%	5.8%	-0.5%	9.8%
CCc1ccc(CN(C)Cc2nc(Cc3ccccc3)no2)nc1	-0.7	-8.1	-2.8%	-1.3%	-2.1%	3.3%	-2.7%	1.6%	0.5%
Cc1cccc(NC(=O)CN2C(=O)NC(C)(c3ccc4ccccc4c3)C2=O)n1 (stereo not drawn)	-1.6	-1.0	3.3%	-4.4%	-0.3%	-6.7%	4.8%	-11.8%	-2.7%
CCNc1ccc(S(N)(=O)=O)cc1[N+](=O)[O-]	-14.7	1.5	2.7%	-4.7%	-13.6%	-5.8%	-1.0%	0.6%	0.7%
CCCN(CC(=O)Nc1ccccc1C)C(=O)c1ccc(COc2ccccc2)cc1	0.5	-4.3	-18.2%	-1.8%	-1.3%	-15.6%	1.8%	-0.8%	-1.6%
Cc1c(C)n(Cc2ccccc2)c2ncnc(NN)c12	1.4	-2.8	-7.1%	4.8%	7.9%	-22.8%	-6.0%	2.2%	2.4%
COc1ccc(NC(=O)Cn2nnc3sc4c(c3c2=O)CC(C)(C)OC4)cc1	-5.2	2.4	-27.0%	-3.1%	-5.4%	-23.6%	-1.9%	3.6%	4.7%
O=C(c1ccc(F)cc1)N1CCN(c2ccc(N3CCOCC3)nn2)CC1	-3.9	8.7	-7.3%	-2.8%	33.1%[activator]	-9.8%	-2.8%	-0.4%	0.2%
COC(=O)c1ccsc1NC(=O)c1ccco1	-2.7	-3.5	0.2%	-2.9%	5.1%	-19.7%	4.7%	-10.3%	2.0%
COc1ccc(CNC(=O)C2CCN(S(=O)(=O)c3ccc4c(c3)CC(C)N4C(C)=O)CC2)cc1 (stereo not drawn)	-0.2	1.8	-2.5%	-2.2%	-1.0%	-22.5%	-6.2%	-4.8%	-3.7%
CCOC(=O)c1sc(N2N=C(C)C(N=Nc3cccc(C)c3)C2=O)nc1C (stereo not drawn)	-10.7	-4.8	?	-3.7%	-11.8%	-18.1%	0.0%	-28.4%	0.4%
CC(C)(C)C1CCc2c(sc(NC(=O)C3CC=CCC3C(=O)O)c2C#N)C1 (stereo not drawn)	0.2	0.3	-10.8%	2.5%	-8.2%	-23.7%	-0.9%	0.9%	1.5%
CCCc1cc(=O)[nH]c(SCC(=O)c2[nH]c(C)c(C(=O)OCC)c2C)n1	-6.4	-4.2	-5.8%	-1.3%	-3.8%	-6.8%	-0.8%	4.0%	1.9%
COc1ccc(NC(=O)CC2C(=O)N(c3ccccc3)C(=O)N2CCc2sccc2C)cc1 (stereo not drawn)	-1.7	1.5	-0.4%	0.6%	-1.0%	-14.4%	25.0%	-2.5%	-0.1%
CCOC(=O)[C@@H]1[C@H]2COc3cc(OC)ccc3[C@@H]2N2C(=O)N(c3ccc(C)cc3)C(=O)[C@]12C	-1.2	2.2	-1.8%	0.8%	-6.1%	3.4%	17.7%	-0.5%	/
Cc1ccccc1C(=O)N1CCC(C(=O)N(CC(C)C)c2c(N)n(CC(C)C)c(=O)[nH]c2=O)CC1	0.6	-3.9	-12.2%	-4.8%	18.7%	-17.7%	3.2%	0.6%	1.0%
The listing continues.
SMILES	LDHA inh	PI4K2A inh	Vif-A3F inh	GRP78 ERSR act	TrxR1 substrate	USP1-UAF1 inh	mIDH1 inhibitor	Vif-A3G inh	RXFP1 agonist
Cc1c(-n2cc(C(=O)O)c(=O)c3cc(F)c(N4CCCC(O)C4)c(F)c32)c(=O)n(-c2ccccc2)n1C (stereo not drawn)	4.8	1.5	0.6%	-5.0%	4.7%	-12.8%	1.6%	-0.8%	-0.3%
CCCS(=O)(=O)N1CCC(C(=O)NC2CCC(C)CC2)CC1 (stereo not drawn)	-5.0	2.5	-0.8%	7.6%	-2.7%	3.2%	-2.8%	-0.2%	-1.2%
CCc1nccn1CCC(=O)NC1CC(C)(C)Cc2c1cnn2-c1ccc(OC)cc1 (stereo not drawn)	-0.8	-0.3	3.1%	-3.6%	-1.6%	-13.3%	-6.6%	2.6%	2.2%
Cc1oc(-c2ccc(Cl)cc2)nc1CN1CCC(C(=O)NCc2ccco2)CC1	-0.7	0.1	-14.6%	-0.8%	0.1%	2.1%	3.7%	1.0%	-3.3%
Cc1ccc(N2CCN(C(=O)c3nn(C)c4c3CSc3ccccc3-4)CC2C)cc1 (stereo not drawn)	-11.5	11.2	0.5%	-1.5%	7.0%	-16.5%	-11.3%	8.4%	-3.7%
COc1cccc(C(=O)Nc2nnc(-c3ccc(F)cc3)o2)c1	4.7	-1.4	-2.7%	0.3%	-5.6%	-15.1%	-1.1%	0.4%	-1.2%
Cc1ccc(NC(=O)CSc2nnc(-c3cc4occc4n3C)n2-c2ccccc2C)cc1F	0.9	1.7	3.6%	0.6%	-9.4%	-16.2%	-11.2%	3.8%	3.0%
CN(C)CCCNC(=O)C(=O)Nc1cc2c3c(c1)CCC(=O)N3CCC2	-1.3	22.7	?	1.2%	2.0%	-9.7%	0.0%	-0.4%	2.5%
CC1(C)CC(=O)C(C=Nc2ccncc2)=C(O)C1	-5.4	-5.6	1.3%	-5.0%	11.3%	?	13.0%	-3.6%	/
COc1cc(-c2noc(CCC(=O)Nc3cccnc3)n2)cc(OC)c1OC	0.6	-3.5	1.3%	-1.1%	3.7%[57.1 µM]	-1.5%	0.4%	2.2%	1.2%
CCOc1ccc(OCCC(=O)OCC(=O)NC2CCCCC2)cc1	-5.0	-4.8	3.9%	-5.1%	-5.9%	-14.1%	9.2%	0.0%	0.6%

Part of the list above in order of SMILES length, descending:
SMILES	LDHA inh	PI4K2A inh	Vif-A3F inh	GRP78 ERSR act	TrxR1 substrate	USP1-UAF1 inh	mIDH1 inhibitor	Vif-A3G inh	RXFP1 agonist
Cc1ccc(NC(=O)CSc2nnc(-c3cc4occc4n3C)n2-c2ccccc2C)cc1F	0.9	1.7	3.6%	0.6%	-9.4%	-16.2%	-11.2%	3.8%	3.0%
Cc1ccc(N2CCN(C(=O)c3nn(C)c4c3CSc3ccccc3-4)CC2C)cc1 (stereo not drawn)	-11.5	11.2	0.5%	-1.5%	7.0%	-16.5%	-11.3%	8.4%	-3.7%
CCc1nccn1CCC(=O)NC1CC(C)(C)Cc2c1cnn2-c1ccc(OC)cc1 (stereo not drawn)	-0.8	-0.3	3.1%	-3.6%	-1.6%	-13.3%	-6.6%	2.6%	2.2%
CN(C)CCCNC(=O)C(=O)Nc1cc2c3c(c1)CCC(=O)N3CCC2	-1.3	22.7	?	1.2%	2.0%	-9.7%	0.0%	-0.4%	2.5%
CC1(C)CC(=O)C(C=Nc2ccncc2)=C(O)C1	-5.4	-5.6	1.3%	-5.0%	11.3%	?	13.0%	-3.6%	/

Compound activity (PubChem BioAssay)
